# Compound activity from PubChem.
# PMI inhibition: human PMI inhibitors, high substrate, primary screen, biochemical, fluorescence intensity, high mannose 6-phosphate (AID 1220); recombinant PMI enzyme, coupled fluorescence intensity; higher % means a stronger effect; inhibition, % at 20 µM; hits with a dose series show IC50 in µM; hit rate 0.66% among 190,000
# PMI inhibitors: inhibitors of human PMI, primary screen, biochemical, fluorescence intensity, coupled assay (AID 1209); inhibition, % at 20 µM; hits with a dose series show IC50 in µM; purified PMI enzyme, coupled fluorescence intensity; higher % means a stronger effect; hit rate 0.42% among 190,000;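 note: plate controls were DMSO vehicle for no effect and wells lacking substrate for full effect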
# T cell modulator: T cell immune modulators affecting CD8 T cell-vesicle binding. 2C CD8+ T cell-vesicle binding, flow cytometry; active compounds read low. calls only at 7 µM. hit rate 0.068% among 330,000. AID 2052;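 active = response, share of CD8 T cells binding vesicles, and their 90th percentile fluorescence all below set limits, cut at about 80% in these data, passing the limit was not always enough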
#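 material = purified 2C TCR transgenic mouse naive CD8+ T cells | controls = Unloaded micro-vesicles (low), QL9 vesicles with 0.7% DMSO (high) | detection = cytometric PE anti-B7-1 and Alexa647 anti-CD8 signals after 1% paraformaldehyde fixation | incubation = binding step 1.5 h, 37 °C, antibody labelling 20 min, ice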
# bCat nuc transl: beta-catenin nuclear translocation modulation; HeLa beta-catenin nuclear translocation, immunofluorescence imaging; nuclear translocation activity, % at 5 µM; hit rate 0.3% among 190,000;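 active = nuclear translocation activity above 50% at 5 µM, with a well cell count of 50 or more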;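 note: per-cell ratio of nuclear to cytoplasmic median beta-catenin stain intensity; plate controls were DMSO negative control for no effect and GSK-3 inhibitor IX positive control for full effect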
#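 Technique: fluorescence imaging of beta-catenin antibody stain plus DAPI / Material: human HeLa cell line / Incubation: compound treatment 24 h, 37°C, 5% CO2 / Read-out basis: % activation of per-cell nuclear versus cytoplasmic median beta-catenin signal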
# TNAP activators: stimulation of alkaline phosphatase TNAP activity – biochemical, luminescent, no phosphate acceptor, uHTS, primary screen (AID 1001) | purified TNAP, luminescent activation assay, no phosphate acceptor; higher activation fold means a stronger effect | activation fold at 20 µM; hits with a dose series show EC50 in µM | hit rate 0.03% among 200,000; in the data active = activation fold from about 3, or a potency from the dose series; inactive = the rest, 99 in 100 with activation fold below about 1.6; note: many of its hits are not listed in these tables
# MT stabilize HCS: microtubule stabilizers in HeLa cells. HeLa tubulin immunostaining HCS, 24 h; share of cells brighter than vehicle mean+2SD. % tubulin-high responders, % at 10 µM. hit rate 0.83% among 200,000. AID 2205;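 active = plate Z-score above 3 for both tubulin-high and condensed-nucleus cell shares, with cell loss under 80%, at 10 µM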;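 note: anti alpha tubulin signal scored within the nucleus-defined area of each cell; some results filed as inactive read as strong as hits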
# Hep lipid drop: hepatic lipid droplet formation modulation. AID 1656. hit rate 0.4% among 240,000. inhibition, % at 6.5 µM. AML12 mouse hepatocytes, oleate lipid droplets, BODIPY imaging;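 active = lipid droplet intensity inhibited by at least 50%, with more than 500 cells counted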
#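 Material – mouse AML12 hepatocyte cell line, fixed after treatment · Compound dosing – one dose, 6.5 µM compound · Times – compound with oleate, overnight · Measured by – Image-based BODIPY and DAPI two-channel analysis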
# Autophagy mod: alters autophagy in cells; MEF GFP-LC3 puncta imaging; test concentration mostly 10 µM; calls only at 10 µM (by protocol); hit rate 0.98% among 190,000; AID 463193;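 active = percentage of spot-positive cells more than 3 SD above its plate mean, without a fluorescence outlier flag or 80% toxicity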;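 note: spot-positive cell cutoff set from DMSO-treated cells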
# Ins promoter up: MIN6 insulin promoter up-regulation; hit rate 0.3% among 190,000; MIN6 insulin promoter-GFP reporter, high-content imaging; active compounds read high; z-score at 5 µM;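 active = z-score above 3 at 5 µM with at least 500 cells counted in the well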
# Ins promoter up cell count: recorded beside Ins promoter up, whose call it bears; cell count; measured here: cytotoxicity, nuclei count;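 total cells summed across four imaged fields per well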
# Hep lipid drop cells 6.5 µM: second read-out of Hep lipid drop, no call of its own (marks repeat the call); cell count; measured here: cell count, cytotoxicity flag;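 cells counted across two imaged fields per well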
# bCat nuc transl cell count 5 µM: second read-out of bCat nuc transl, no call of its own (marks repeat the call); cell count; measured here: cell count, cytotoxicity flag
# T cell modulator vesicle-bound %: further read-out of T cell modulator, marked with its call; double positive events, %; measured here: CD8+ vesicle-bound cell fraction;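 binding gate set so that unloaded-vesicle control wells show 10% double positive cells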
# MT stabilize HCS Hoechst-high %: further read-out of MT stabilize HCS, marked with its call; % Hoechst-high responders; measured here: nuclear condensation Hoechst responders;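 share of cells brighter than vehicle mean plus two SD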
# MT stabilize HCS cytotoxicity %: recorded beside MT stabilize HCS, whose call it bears; toxicity, %; measured here: cytotoxicity by cell density;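 0% = mean cell density of plate MIN control wells and 100% = no cells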
# Autophagy mod cell loss 18 h: recorded beside Autophagy mod, whose call it bears; toxicity, %; measured here: cell loss, nuclei count;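 cell loss after 18 h compound exposure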
# * = called active by the depositor; i = inactive; . = no result given; + = active, no number. Cut-off read from the data, not from the text of the source, unless noted: active = inhibition above about 50%; inactive = the rest. An unsorted share of the library. Share with any hit: about 2.9%.
# A first look:
SMILES,PMI inhibition,PMI inhibitors,T cell modulator,T cell modulator vesicle-bound %,bCat nuc transl,bCat nuc transl cell count 5 µM,TNAP activators,MT stabilize HCS,MT stabilize HCS Hoechst-high %,MT stabilize HCS cytotoxicity %,Hep lipid drop,Hep lipid drop cells 6.5 µM,Autophagy mod,Autophagy mod cell loss 18 h,Ins promoter up,Ins promoter up cell count
Cc1ccc(CS(=O)(=O)c2ccc(C(=O)N3CCN(c4ccccn4)CC3)cc2[N+](=O)[O-])cc1,6%,2%,i,40,-0.8,1103,1.5,3.8,1.9,7.0,-6,676,i,18,-0.1,1411
O=C(N/N=C/C(Br)=C/c1ccccc1)c1ccncc1,.,.,i,25,-4.4,1137,.,.,.,.,2,701,.,.,0.53,1324
CN(CC(=O)N1CCCc2c1c(=O)oc1ccc(O)cc21)Cc1ccccc1,3%,5%,i,56,1.5,1047,1,3.9,2.3,4.2,-3,696,i,-5,-0.1,1773

# The whole of this part, from the first entry:
SMILES,PMI inhibition,PMI inhibitors,T cell modulator,T cell modulator vesicle-bound %,bCat nuc transl,bCat nuc transl cell count 5 µM,TNAP activators,MT stabilize HCS,MT stabilize HCS Hoechst-high %,MT stabilize HCS cytotoxicity %,Hep lipid drop,Hep lipid drop cells 6.5 µM,Autophagy mod,Autophagy mod cell loss 18 h,Ins promoter up,Ins promoter up cell count
Cc1ccc(CS(=O)(=O)c2ccc(C(=O)N3CCN(c4ccccn4)CC3)cc2[N+](=O)[O-])cc1,6%,2%,i,40,-0.8,1103,1.5,3.8,1.9,7.0,-6,676,i,18,-0.1,1411
O=C(N/N=C/C(Br)=C/c1ccccc1)c1ccncc1,.,.,i,25,-4.4,1137,.,.,.,.,2,701,.,.,0.53,1324
CN(CC(=O)N1CCCc2c1c(=O)oc1ccc(O)cc21)Cc1ccccc1,3%,5%,i,56,1.5,1047,1,3.9,2.3,4.2,-3,696,i,-5,-0.1,1773
O=C(NCCc1ccncc1)Nc1ccc(Cl)c(Cl)c1,-5%,1%,i,44,-2.1,1128,1.2,3.5,1.9,12,5,684,i,5,-0.76,1619
Cc1noc2ncnc(Oc3ccc(F)cc3)c12,10%,3%,i,58,-4.1,1443,1,3.0,1.7,7.4,.,.,i,6,1.2,1547
Cc1ccc(N2CC(C(=O)N3CCN(c4ccccc4)CC3)CC2=O)cc1 (stereo not given),8%,10%,i,58,-0.4,1110,1.1,2.5,1.4,5.1,-2,732,i,0,0.04,1266
CCc1cccc2cc3c(N)c(C(=O)Nc4ccc(S(=O)(=O)N5CCCC5)cc4)sc3nc12,16%,30%,i,53,2.8,1093,0.9,4.0,3.1,2.0,1,622,+,-2.6*,.,.
Cn1ccc(-c2ccccc2)n1,-12%,-10%,i,23,-1.7,1110,1.1,1.2,2.1,3.7,28,716,i,-6,0.11,1290
COC(=O)c1c(NC(=O)COC(=O)c2ccc(C)s2)sc2c1CCCCC2,3%,5%,i,36,3.9,436,1.1,1.8,2.5,9.3,-1,662,i,15,-0.09,1285
O=S(=O)(c1ccc2c(c1)CCCN2)N1CCCC2CCCCC21 (stereo not given),.,.,i,52,1.6,891,.,.,.,.,-17,815,.,.,0.79,1448
Cc1cc(NC(=O)COc2cccc3cccnc23)no1,51%*,14%,.,.,4.6,981,1.1,2.6,3.2,14,-4,742,i,-1,.,.
Fc1ccc(-n2c(-c3ccc4ccccc4n3)n[nH]c2=S)cc1,.,.,i,21,0.8,1551,1,2.3,2.5,15,4,755,i,7,-0.57,1523
O=C(NCC(c1cccnc1)N1CCN(c2ccccc2)CC1)c1ccc2c(c1)OCO2 (stereo not given),7%,16%,i,13,.,.,1.2,2.2,1.6,11,-18,699,i,2,-0.79,1183
Cc1ccc2cc(C#N)c(N3CCCN(S(=O)(=O)c4ccc(F)cc4)CC3)nc2c1,-4%,-9%,i,32,8.9,544,1.1,4.6,2.9,4.0,-22,798,i,4,.,.
COc1ccc(N2CCN(C(=S)Nc3cc(C)ccc3C)CC2)cc1,-6%,-7%,i,14,.,.,1.2,1.1,2.0,7.6,.,.,i,-2,.,.
CC1CCCCC1NC(=O)CN1CCC(O)(c2ccc3c(c2)OCO3)CC1 (stereo not given),12%,23%,i,39,0.7,1544,1.1,2.0,2.1,3.7,-5,731,i,-6,.,.
COc1cccc(CC(=O)NNC(=O)c2c(-c3ccccc3)noc2C)c1,.,.,i,49,-0.8,1243,.,.,.,.,-18,696,.,.,-0.27,935
CC(C)Oc1ccc(C(=O)Nc2ccc(N(C)C)cc2)cc1,0%,0%,i,17,-1.7,1143,1.2,1.3,1.7,10,.,.,i,5,0.36,1254
CCOC(=O)CN(C(=O)Cn1nnc2ccccc21)C(C(=O)NCCOC)c1ccccc1C (stereo not given),-4%,-6%,i,55,-1.0,956,1.1,1.6,0.9,8.1,.,.,i,-3,-0.66,1075
COc1nnc(-c2ccc(N3CCOCC3)c(NC(=O)c3ccc(C)cc3)c2)c2ccccc12,7%,18%,i,55,0.5,1268,1,1.5,1.8,11,.,.,i,25,-0.05,1528
O=C(Cc1ccc(S(=O)(=O)N2CCOCC2)s1)Nc1ccc(N2CCOCC2)cc1,18%,4%,i,46,-1.5,1007,1,3.3,2.5,14,1,691,i,12,-0.6,1288
COc1cccc(OC)c1C(=O)NC(=S)Nc1cc(-c2nc3ccccc3[nH]2)ccc1Cl,-9%,-3%,i,57,-0.6,1055,1.1,6.0,1.7,3.0,-12,544,i,5,-0.69,1315
O=C(Nc1cccc(S(=O)(=O)N2CCOCC2)c1)c1cn(-c2ccccc2)nc1-c1ccc(F)cc1,4%,7%,i,49,.,.,1.1,1.9,4.1,9.1,-1,634,i,1,-0.05,1161
COc1ccc(NC(=O)CSc2nnnn2C2CCCC2)cc1,8%,11%,i,5,-1.2,1134,1,3.1,1.6,5.7,0,745,i,13,1.8,1465
CNCC(O)CN(c1ccccc1)c1ccccc1 (stereo not given),11%,11%,i,35,0.1,1115,1,2.0,1.7,3.6,4,704,i,11,0.1,1510
SMILES,PMI inhibition,PMI inhibitors,T cell modulator,T cell modulator vesicle-bound %,bCat nuc transl,bCat nuc transl cell count 5 µM,TNAP activators,MT stabilize HCS,MT stabilize HCS Hoechst-high %,MT stabilize HCS cytotoxicity %,Hep lipid drop,Hep lipid drop cells 6.5 µM,Autophagy mod,Autophagy mod cell loss 18 h,Ins promoter up,Ins promoter up cell count
OCCC1CN(Cc2ccc3nsnc3c2)CCN1CCc1ccccc1 (stereo not given),15%,13%,i,48,1.5,962,1.1,2.3,1.9,12,0,739,i,11,-0.46,1511
Cc1sc2c(c1C)c(=O)n(-c1ccccc1)c1nncn21,-8%,-7%,i,30,-1.1,955,1.1,4.2,2.4,8.5,.,.,i,-16,-0.94,1546
N/N=c1\sc2ccccc2n1-c1ccccc1,-5%,1%,i,32,-0.5,1352,1.1,3.7,1.3,0.6,.,.,i,-1,1.4,1268
O=C(N/N=C/c1coc2ccccc2c1=O)c1ccccc1,-2%,-8%,i,39,-0.5,1054,0.7,5.4,2.3,3.1,-4,671,i,9,-0.73,1238
O=C(O)c1cc([N+](=O)[O-])ccc1NCCO,-6%,0%,i,44,-0.8,1129,1,1.6,1.5,0.3,22,650,i,0,-0.18,1412
C=CCn1c(N)c(C(=O)N2CCN(C)CC2)sc1=S,-4%,-4%,i,35,.,.,1.1,2.3,1.6,3.6,-5,740,i,-8,.,.
O=C(Cc1ccc2c(c1)OCCO2)N1CCN(S(=O)(=O)c2ccccc2C(F)(F)F)CC1,-2%,-2%,i,8,-1.4,550,1,3.4,3.2,3.6,10,603,i,8,0.14,1408
CC(=O)Nc1ccc(C=C(C(C)=O)C(C)=O)cc1,.,.,i,55,-0.3,1334,.,.,.,.,1,720,.,.,-0.26,1038
CN(C)c1ccc(P(=O)(CC(=O)N/N=C/c2ccc(C#N)cc2)OCCCl)cc1 (stereo not given),-9%,-5%,i,24,-0.5,1089,1.1,3.4,2.3,7.0,-18,675,i,6,-0.07,1321
COc1ccc2nc(N3C(=O)CC(Cc4cc(C)cc(C)c4)C3=O)sc2c1 (stereo not given),1%,-2%,i,20,-0.4,1371,1,3.0,1.0,0.4,.,.,i,1,-0.82,1517
Cc1ccc2[nH]c(=O)c(CN(C(=O)c3cccs3)c3ccccc3)cc2c1,-1%,7%,i,38,2.0,985,1.1,2.5,2.3,12,4,659,i,-4,-0.9,1455

# Compound profiles, as listed above:
# Profile of O=C(O)c1cc([N+](=O)[O-])ccc1NCCO = PMI inhibition: -6%; PMI inhibitors: 0%; T cell modulator: i; T cell modulator vesicle-bound %: 44; bCat nuc transl: -0.8; bCat nuc transl cell count 5 µM: 1129; TNAP activators: 1; MT stabilize HCS: 1.6; MT stabilize HCS Hoechst-high %: 1.5; MT stabilize HCS cytotoxicity %: 0.3; Hep lipid drop: 22; Hep lipid drop cells 6.5 µM: 650; Autophagy mod: i; Autophagy mod cell loss 18 h: 0; Ins promoter up: -0.18; Ins promoter up cell count: 1412
# Profile of Cc1ccc2[nH]c(=O)c(CN(C(=O)c3cccs3)c3ccccc3)cc2c1 = PMI inhibition: -1%; PMI inhibitors: 7%; T cell modulator: i; T cell modulator vesicle-bound %: 38; bCat nuc transl: 2.0; bCat nuc transl cell count 5 µM: 985; TNAP activators: 1.1; MT stabilize HCS: 2.5; MT stabilize HCS Hoechst-high %: 2.3; MT stabilize HCS cytotoxicity %: 12; Hep lipid drop: 4; Hep lipid drop cells 6.5 µM: 659; Autophagy mod: i; Autophagy mod cell loss 18 h: -4; Ins promoter up: -0.9; Ins promoter up cell count: 1455
# Profile of C=CCn1c(N)c(C(=O)N2CCN(C)CC2)sc1=S = PMI inhibition: -4%; PMI inhibitors: -4%; T cell modulator: i; T cell modulator vesicle-bound %: 35; bCat nuc transl: .; bCat nuc transl cell count 5 µM: .; TNAP activators: 1.1; MT stabilize HCS: 2.3; MT stabilize HCS Hoechst-high %: 1.6; MT stabilize HCS cytotoxicity %: 3.6; Hep lipid drop: -5; Hep lipid drop cells 6.5 µM: 740; Autophagy mod: i; Autophagy mod cell loss 18 h: -8; Ins promoter up: .; Ins promoter up cell count: .
